Hep lipid drop: inhibitors of hepatocyte lipid droplet formation, primary screen, imaging, high-throughput imaging, BODIPY stain; AML12 mouse hepatocytes, oleate lipid droplets; inhibition, % at 6.5 µM; actives 0.4% (n = 240,000); AID 1656, 2009;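 active means lipid droplet intensity inhibited by at least 50%, with more than 500 cells counted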
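System: AML12 hepatocytes (mouse). Probe or stimulus: oleic acid at 100 µM to induce lipid droplet formation. Times: overnight treatment with compound plus oleate. Detection: Image-based BODIPY and DAPI two-channel analysis. Evaluation: percent inhibition of filter-corrected integrated lipid droplet intensity per well.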
Hep lipid drop cells 6.5 µM: second read-out of Hep lipid drop, no call of its own (marks repeat the call); cell count; measured here: cell count, cytotoxicity flag;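 cells counted across two imaged fields per well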
Active calls of the source: *.

structure | Hep lipid drop | Hep lipid drop cells 6.5 µM
CC(NC(=O)C12CC3CC(C)(CC(C)(C3)C1)C2)c1ccncc1 (configuration not stated) | -15 | 806
CC(=O)Nc1ccc(NC(=O)CS(=O)(=O)c2cn(CC(=O)N3CCCC3)c3ccccc23)cc1 | -2 | 698
O=C(COc1ccc2c3c(c(=O)oc2c1)CCC3)N1CCCCC1 | -1 | 798
Cc1cc(C)cc(NC(=O)CSc2nc3[nH]c(=O)cc(O)c3s2)c1 | -8 | 823
Cc1ccccc1NC(=O)CCCN1C(=O)C2CC=CCC2C1=O (configuration not stated) | 21 | 849
O=C(CCNC(=O)c1ccc([N+](=O)[O-])cc1)NCCc1ccc(Cl)cc1 | -7 | 758
N/C(=N\C(=S)Nc1ccccc1)c1ccccc1 | 11 | 836
O=C(CSc1nnc(CNC(=O)c2c(F)cccc2F)o1)Nc1ccc2c(c1)OCCO2 | 1 | 849
COc1ccc(C(=O)N2CCCC(C(=O)O)C2)c2ccccc12 (configuration not stated) | -18 | 685
CN1C(=O)c2ccc(NC(=O)c3ccc(Cl)cc3Cl)cc2C1=O | -1 | 687
O=C(O)CC/C(=N/NC(=O)c1ccc(-c2ccccc2)cc1)c1ccccc1 | -7 | 852
Cc1ccc(NC(=O)C(C)Sc2nc(-c3ccccc3)cc(=O)[nH]2)cc1 (configuration not stated) | -1 | 825
CC(C)(C)NC(=O)Cn1nnc(-c2ccc(OCc3c(F)cccc3Cl)cc2)n1 | 11 | 873
COc1ccc(C2=NN(CCC(=O)NCC3CCCO3)C(=O)CC2)cc1 (configuration not stated) | -4 | 725
COc1ccc(/C=N/NC2=NS(=O)(=O)c3ccccc32)cc1OC(C)=O | -9 | 784
COc1cc(/C=N/NC(=O)COc2ccc([N+](=O)[O-])cc2)ccc1OCC(=O)N1CCOCC1 | 18 | 790
Cc1ccccc1OCC(=O)Nc1nnc(S(=O)(=O)N2CCCC2)s1 | -8 | 747
C/C(=N\NS(=O)(=O)c1c(C)cc(C)cc1C)c1ccncc1 | -22 | 650
CCOC(=O)c1ccc(S(=O)(=O)NNS(=O)(=O)c2ccc(C)cc2)cc1 | 15 | 829
COc1nc2ccccc2nc1N1CCN(c2ccc(F)cc2)CC1 | -2 | 803
O=C(NCCN1CCCCC1)c1cc(Cl)ccc1Cl | 7 | 823
Cc1ccc(OCc2nnc(SCC(=O)Nc3ccc(N4CCOCC4)cc3)o2)cc1 | -10 | 776
COc1ccccc1OCC(=O)Nc1nc(C)c(C)s1 | -9 | 737
Cc1cc([N+](=O)[O-])nn1Cc1noc(C(=O)NCc2ccc3c(c2)OCO3)n1 | -23 | 748
CC(=O)Nc1ccc(S(=O)(=O)N2CCC(NC(=O)C(Cc3ccccc3F)NC(C)=O)CC2)cc1 (configuration not stated) | -21 | 755
COc1cccc(OC)c1NC(=O)C1CCCN1C(=O)Nc1ccccc1Cl (configuration not stated) | -20 | 776
COc1ccc(NS(=O)(=O)c2ccc3oc(SCC(N)=O)nc3c2)cc1 | 10 | 764
CCOc1ccc(NC(=O)NCCCCc2ccccc2)cc1 | 6 | 830
CC(C)OCCCNc1ncnc2c1nc1n2CCCC1 | -2 | 823
COc1cc(/C=N/NS(=O)(=O)c2ccc(Br)cc2)ccc1O | 1 | 826
Cc1ccc(NS(=O)(=O)c2ccc(C)c(C(=O)N3CCOCC3)c2)cc1 | -15 | 644
COc1ccc(N2CCN(C3CCCN(Cc4ccccc4OCCO)C3)CC2)cc1 (configuration not stated) | -12 | 781
CCOC(=O)N1CCN(S(=O)(=O)N2CCCC(C(=O)NCCc3ccc(Cl)cc3)C2)CC1 (configuration not stated) | -13 | 737
CCn1nc(C(=O)NNC(=O)CCOc2cc(C)ccc2C)c2ccccc2c1=O | 2 | 829
CN(C(=O)c1nn(C)c2c1CSc1ccccc1-2)c1ccccc1Cl | -5 | 686
COc1ccccc1CC(=O)Nc1nc(-c2ccc(F)c(F)c2)cs1 | -7 | 779
Cc1ccccc1C(=O)N1CCN(c2ccc(NC(=O)c3ccc4c(c3)OCCO4)cc2)CC1 | 30 | 776
CCCCN(C)CCCNC(=O)c1cc(-c2cccs2)nc2ccccc12 | 4 | 413
O=C1NC(=O)C(c2ccc(F)cc2)N1 (configuration not stated) | -9 | 733
Cc1cc(C(=O)NC2CCCc3c2cnn3-c2ccc(C)c(C)c2)n(C)n1 (configuration not stated) | -182 | 461
COc1ccc(NC(=O)c2cc(C)nn2-c2ccccc2)cc1 | 2 | 398
Cc1ccc(-c2nnn(CC(=O)N3CCCCC3)n2)cc1 | -3 | 826
Fc1ccc(-c2cn3ccccc3n2)cc1 | 5 | 871
CCOC(=O)C1CCN(S(=O)(=O)c2ccc3c(c2)CC(C)N3C(=O)C2CCC2)CC1 (configuration not stated) | -15 | 635
COc1ccc(N2CC(C(=O)NCCc3ccc(Cl)cc3)CC2=O)cc1 (configuration not stated) | -2 | 818
Cc1cccc(NC(=O)C2CCCN(C(=O)Nc3ccc(F)cc3)C2)c1 (configuration not stated) | -4 | 727
O=C(COc1ccc2c3c(c(=O)oc2c1)CCCC3)NCCCN1CCCC1=O | -1 | 706
COc1cc(CNCc2ccc3c(c2)OCO3)c([N+](=O)[O-])cc1OC | 10 | 804
O=C(NC1CCCCC1)c1cc(-c2ccc(Cl)cc2)on1 | 3 | 727
CCc1nnc(NC(=O)CN2CCN(Cc3ccccc3Cl)CC2)s1 | -4 | 816

Remaining list, next part.
structure | Hep lipid drop | Hep lipid drop cells 6.5 µM
Cc1ccc(CNC(=O)CNS(=O)(=O)c2ccc3c(c2)C(C)(C)C(=O)N3C)cc1 | 7 | 753
CC(C)(C)OC(=O)CC12CCCCC1NC(=O)O2 (configuration not stated) | -1 | 790
CCN(C/C=C/c1ccccc1OC)Cc1ccccc1 | -14 | 757
CCN(C(=O)c1ccc(S(=O)(=O)N(C)C)cc1)C(C)C(=O)Nc1ccc(C)cc1 (configuration not stated) | -6 | 818
COCC(C)NC(=O)c1cc(S(=O)(=O)N2CCCCC2)ccc1N1CCOCC1 (configuration not stated) | -2 | 670
CCOCCc1nnc(NC(=O)CS(=O)(=O)c2ccc(C)cc2)s1 | -4 | 739
Cc1cc(OCC(=O)NC2CC(C)(C)NC(C)(C)C2)c2c(C)cc(=O)oc2c1 | -3 | 723
COc1ccc(CNCC2COc3ccccc3O2)cc1 (configuration not stated) | -11 | 818
CC(NC(=O)c1ccccc1)c1nnc(SCC(=O)NC2=NCCS2)n1C (configuration not stated) | -6 | 791
Cc1nn(CC(=O)NCCN2CCCCCC2)c(=O)c2nn(-c3ccccc3)c(C)c12 | 2 | 714
COc1ccc(/C=N\NC(=O)c2ccccc2Br)cc1COc1ccc(F)cc1 | -2 | 833
O=C(/C=C/c1ccccc1)N1CCOCC1 | 30 | 751
COc1ccc(CNC(=O)CC(NC(N)=O)c2ccccc2Cl)cc1OC (configuration not stated) | -23 | 618
COC(=O)c1cc(NC(=O)Cn2nc(C)n3cccc3c2=O)cc(C(=O)OC)c1 | 19 | 763
COc1ccc(C)cc1S(=O)(=O)NC(C)C(=O)NC1CC1 (configuration not stated) | 16 | 900
Cc1nc(C)c(-c2csc(Nc3ccc(O)c(C(=O)O)c3)n2)s1 | 5 | 846
CC(C)C(=O)NNC(=O)CSc1ncnc2c1cnn2-c1ccccc1Cl | 2 | 404
O=C(C1=C(O)C(=O)N(CCN2CCOCC2)C1c1cccc(O)c1)c1cc2ccccc2o1 (configuration not stated) | 21 | 807
Cc1cc(C)c(C(=O)N(C)CC2CCCN(CCc3ccccc3F)C2)o1 (configuration not stated) | -10 | 795
NS(=O)(=O)c1ccc(NC(=O)CSc2nc(Nc3ccccc3)nc(N3CCOCC3)n2)cc1 | -47 | 640
COc1ccc(OC)c(-c2csc(-c3cccs3)n2)c1 | 69* | 816*
O=C(CCCc1ccccc1)NCCCc1ccccc1 | 2 | 816
Cc1ccc(Cl)cc1N(CC(=O)NC(C)c1ccccc1)S(C)(=O)=O (configuration not stated) | -6 | 828
O=[N+]([O-])c1ccc(/C=N/Nc2ccccn2)cc1 | 1 | 849
Cc1ccccc1N=C1NC(=O)C(CO)(CO)S1 | 0 | 817
O=[N+]([O-])c1ccc(S(=O)(=O)c2ccccc2)nc1 | 2 | 667
C/C(=C\C(=O)c1ccc(Br)cc1)NNC(=O)c1ccc(O)cc1 | 3 | 804
Cn1nc(C(C)(C)C)c([N+](=O)[O-])c1C(=O)N1CCCCCC1 | -2 | 785
CCOC(=O)N1CCN(C(=O)c2cn(CC)c3ccc(S(=O)(=O)N(C)C4CCCCC4)cc3c2=O)CC1 | -23 | 701
COc1ccc(NC(=O)COc2nsnc2N2CCOCC2)c(OC)c1 | -13 | 650
CCOc1cccc(CN2CCN(CCCc3ccccc3)C(CCO)C2)c1O (configuration not stated) | 10 | 825
CCCc1cc(=O)oc2c(C)c(OCC(=O)Nc3ccccn3)ccc12 | -2 | 705
Cc1ccc(C)c(OCCCCN2CCNCC2)c1C | -24 | 733
COc1ccc(OC)c(CNC(=O)CCC(=O)N2Cc3ccccc3Oc3ncccc32)c1 | 1 | 683
O=C(COc1ccccc1Cl)Nc1ccc(C(=O)O)cc1NC(=O)COc1ccccc1Cl | -1 | 778
Cc1ccc(C)c(CN2CCN(c3ncccn3)CC2)c1 | 0 | 794
CCCCC(=O)NNC(=O)N1c2ccccc2Sc2ccccc21 | 17 | 424
CC(=O)c1ccc(Nc2nc(C)cc(C)n2)cc1 | -2 | 837
Cc1ccc(N2CC(C(=O)Nc3ccc(S(=O)(=O)N4CCCC4)cc3)CC2=O)cc1C (configuration not stated) | -3 | 827
CCCCN(CC)CCNC(=O)c1cc2c(=O)n(C)c3ccccc3c2s1 | -4 | 824

7 of the compounds above, with two lines to a compound.
Second line of a record – Hep lipid drop	Hep lipid drop cells 6.5 µM
> CCCCN(CC)CCNC(=O)c1cc2c(=O)n(C)c3ccccc3c2s1
    -4	824
> Cc1ccc(N2CC(C(=O)Nc3ccc(S(=O)(=O)N4CCCC4)cc3)CC2=O)cc1C (configuration not stated)
    -3	827
> CC(=O)c1ccc(Nc2nc(C)cc(C)n2)cc1
    -2	837
> Cc1ccc(C)c(OCCCCN2CCNCC2)c1C
    -24	733
> COc1ccc(OC)c(CNC(=O)CCC(=O)N2Cc3ccccc3Oc3ncccc32)c1
    1	683
> CCOc1cccc(CN2CCN(CCCc3ccccc3)C(CCO)C2)c1O (configuration not stated)
    10	825
> O=C(COc1ccccc1Cl)Nc1ccc(C(=O)O)cc1NC(=O)COc1ccccc1Cl
    -1	778

Continuation.
structure | Hep lipid drop | Hep lipid drop cells 6.5 µM
COc1cccc(NC(=O)c2ccc(N3C(=O)C4CCC(C)CC4C3=O)cc2)c1 (configuration not stated) | 9 | 694
COc1cc(NS(=O)(=O)c2c(C)[nH]c(C)c2C(=O)N2CCCCC2)cc(OC)c1OC | 2 | 732
O=C(Nc1nc2c(F)cc(F)cc2s1)c1ccc([N+](=O)[O-])o1 | -13 | 683
N#Cc1ccc(NC(=O)CSc2cn[nH]n2)cc1 | -11 | 708
NC(=O)c1nsc(C(=O)N(c2ccccc2F)C(C(=O)NCc2ccc(F)cc2)c2ccc(O)cc2)c1N (configuration not stated) | -52 | 725
O=C(NCCNc1ccc(Cl)cc1[N+](=O)[O-])c1ccccc1F | -5 | 838
CNc1c(NS(=O)(=O)c2ccc(C(C)(C)C)cc2)c(=O)oc2ccccc12 | 10 | 804
CC(C)OCCCNC(=O)c1ccc(NC(=O)C2=CSCCO2)cc1 | -1 | 682
COCCN1CCn2c(nc3cc(NC(C)=O)ccc32)C1 | -16 | 726
COc1ccc(CN2CCN(Cc3cc(=O)oc4cc(C)ccc34)CC2)c(OC)c1OC | -23 | 823
CCc1ccc(/C=C2\C(=N)N3N=C(CC(=O)N4CCCCC4)SC3=NC2=O)cc1 | -17 | 763
CN(/N=C/c1cc(Br)cc(Br)c1O)c1ccccc1 | -26 | 701
Cc1ccc(CN2CCCN(C)CC2)c(C)c1 | 11 | 773
O=C(CNc1cc(S(=O)(=O)N2CCOCC2)ccc1NCC1CCCO1)Nc1ccccc1F (configuration not stated) | -20 | 704
CC(=O)c1ccc(NC(=O)CS(=O)(=O)c2cn(CC(=O)N3CCOCC3)c3ccccc23)cc1 | 9 | 852
Cc1cc(NC(=O)C2CC2)ccc1NC(=O)c1cccs1 | -1 | 791
Cc1ccc2c(c1)N(C(=O)CCC(=O)NCCN1CCOCC1)CCO2 | 5 | 794
COCC(=O)N/N=C\c1cccc(OC)c1OC/C=C/c1ccccc1 | 1 | 818
C=CCN1CC(=O)N2C(c3ccccc3)c3[nH]c4ccccc4c3C[C@H]2C1=O (some centres not stated) | 2 | 828
COc1cc(C(=O)NCC(=O)N/N=C/c2ccco2)cc(OC)c1OC | 23 | 766

Whole records from above.
Listed for `CCn1nc(C(=O)NNC(=O)CCOc2cc(C)ccc2C)c2ccccc2c1=O` : Hep lipid drop = 2; Hep lipid drop cells 6.5 µM = 829
Listed for `CC(=O)Nc1ccc(S(=O)(=O)N2CCC(NC(=O)C(Cc3ccccc3F)NC(C)=O)CC2)cc1` (configuration not stated) : Hep lipid drop = -21; Hep lipid drop cells 6.5 µM = 755

Other entries
structure | Hep lipid drop | Hep lipid drop cells 6.5 µM
COc1ccc(NC(=O)c2sc3ncn(CC(=O)N4CCCCC4)c(=O)c3c2C)cc1OC | -4 | 770
COc1ccc(C(=O)NCC(O)CN2CCOCC2)cc1[N+](=O)[O-] (configuration not stated) | -15 | 784
CN(C(=O)c1cccs1)C1(C)CCS(=O)(=O)C1 (configuration not stated) | -52 | 830
O=C(Nc1cccc(N2C(=O)C3CCCCC3C2=O)c1)c1ccccc1 (configuration not stated) | 23 | 673
COc1ccc(CNC(=O)c2ccc3c(=O)n(-c4ccccc4)c(=O)[nH]c3c2)cc1 | -7 | 756
CCOC(=O)N1CCN(C(=O)c2cc3c(-c4cccc(OC)c4)nn(C)c3s2)CC1 | -3 | 828

Source: PubChem BioAssay

This is a subset (hit frequency here may not be typical).
